HKDC1 inh: HKDC1 hexokinase inhibitors, primary screen, biochemical, fluorescence, uHTS | Q2TB90 | recombinant HKDC1, G6PDH/diaphorase resazurin coupled fluorescence | inhibition, % at 20 µM | hit rate 0.16% among 340,000;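 active = inhibition above about 35% when tested at 20 µM, limit read from the data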;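 also: plate controls were DMSO wells with enzyme for no effect and DMSO wells lacking enzyme for full effect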
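Test system: HK5 enzyme. Quantity: 5 µg/mL HK5 final. Reagent: glucose and ATP substrates. Schedule: 90 min reaction incubation at room temperature, dark. Technique: resazurin-to-resorufin fluorescence via G6PDH and diaphorase coupling, 525/613 nm. Control set: DMSO wells with and without enzyme mix.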
SENP7 inh: SENP7 protease inhibitors, primary screen, biochemical, luminescence, uHTS; recombinant SENP7, Z-RLRGG-aminoluciferin luminescence, 40 min; inhibition, % at 5 µM; hit rate 1.5% among 330,000; Sentrin-specific protease 7 (Homo sapiens), Q9BQF6;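 active = inhibition above about 50% at the single test dose, limit read from the data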;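 also: plate controls were DMSO with enzyme for no effect and no enzyme buffer wells for full effect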
Target sequence (Q9BQF6 706-1050 limits assumed): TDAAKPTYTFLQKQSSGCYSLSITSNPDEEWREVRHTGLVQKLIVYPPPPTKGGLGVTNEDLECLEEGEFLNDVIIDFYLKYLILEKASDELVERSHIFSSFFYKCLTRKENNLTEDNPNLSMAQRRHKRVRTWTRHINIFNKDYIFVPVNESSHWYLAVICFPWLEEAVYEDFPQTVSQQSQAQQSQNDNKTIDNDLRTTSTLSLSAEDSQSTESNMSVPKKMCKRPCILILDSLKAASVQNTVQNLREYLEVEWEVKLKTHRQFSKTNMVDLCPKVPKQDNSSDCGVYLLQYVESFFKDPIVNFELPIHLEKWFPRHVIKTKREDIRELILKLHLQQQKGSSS
ATG4B inhibitor: ATG4B protease inhibitors, primary screen, biochemical, fluorescence, uHTS | hit rate 0.51% among 340,000 | ATG4B cleavage of LC3-PLA2, NBD-HPC fluorescence, 1 h | inhibition, % at 8.33 µM; in the data active = inhibition above about 40%
Target sequence (Q9Y4P1 whole entry, looked up): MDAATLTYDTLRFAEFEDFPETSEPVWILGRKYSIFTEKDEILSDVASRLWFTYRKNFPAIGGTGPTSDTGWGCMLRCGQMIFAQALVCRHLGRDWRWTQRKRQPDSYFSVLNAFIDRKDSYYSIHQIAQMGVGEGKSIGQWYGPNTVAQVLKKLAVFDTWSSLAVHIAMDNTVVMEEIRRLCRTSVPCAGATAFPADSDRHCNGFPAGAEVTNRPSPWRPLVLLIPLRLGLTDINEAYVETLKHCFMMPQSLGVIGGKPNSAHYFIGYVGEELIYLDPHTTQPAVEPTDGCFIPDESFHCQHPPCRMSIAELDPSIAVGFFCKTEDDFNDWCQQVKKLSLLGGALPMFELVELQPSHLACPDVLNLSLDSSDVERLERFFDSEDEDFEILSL
NR3A LBD binder: binders of NR3A ligand-binding domain, primary screen, biophysical, differential scanning fluorimetry, uHTS | hit rate 2.5% among 340,000 | Tm shift relative to glycine control, % at 25 µM | NR3A LBD differential scanning fluorimetry, Tm shift; 0% = protein alone, 100% = glycine-bound protein | Glutamate receptor ionotropic, NMDA 3A (GRIN3A) ligand-binding domain | AID 1259313, 2017;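 active = melting temperature shift of at least 10% of the positive control shift, at one fixed dose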
SENP8 block: human SENP8 protease inhibitors, primary screen, biochemical, fluorescence, Nedd8 protein substrate, uHTS; inhibition, % at 20 µM; AID 602440, 2012; hit rate 0.64% among 360,000; recombinant SENP8; Sentrin-specific protease 8 (Homo sapiens), Q96LD8; in the data active = inhibition mostly above about 40%, no sharp cut-off; inactive = mostly below about 27%
Target sequence (Q96LD8 whole entry, looked up): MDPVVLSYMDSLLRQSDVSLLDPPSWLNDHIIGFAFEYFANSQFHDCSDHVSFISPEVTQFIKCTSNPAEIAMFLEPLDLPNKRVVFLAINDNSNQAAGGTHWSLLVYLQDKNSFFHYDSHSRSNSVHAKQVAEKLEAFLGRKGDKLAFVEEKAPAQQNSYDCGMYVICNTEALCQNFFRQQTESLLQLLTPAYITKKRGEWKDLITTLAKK
SENP6 block: SENP6 protease inhibitors, primary screen, biochemical, luminescence, uHTS. Sentrin-specific protease 6 (Homo sapiens), Q9GZR1. Recombinant SENP6 catalytic domain, aminoluciferin luminescence. inhibition, % at 10 µM. hit rate 1.8% among 330,000;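 active = inhibition above about 50% at the single tested dose, limit read from the data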;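 also: plate controls were DMSO wells with enzyme for no effect and DMSO wells lacking enzyme for full effect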
PfG6PD inh: PfG6PD enzyme inhibitors, primary screen, biochemical, fluorescence intensity, uHTS; glucose-6-phosphate dehydrogenase-6-phosphogluconolactonase (Plasmodium falciparum 3D7); PfGluPho enzyme, NADPH resazurin-diaphorase fluorescence; inhibition, % at 20 µM; hit rate 0.78% among 350,000; AID 504690, 2011;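 active = inhibition reaching at least a set limit at 20 µM in the primary screen, cut at about 59% in these data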;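 also: 0% = DMSO wells with substrate and 100% = DMSO wells lacking glucose-6-phosphate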
MPTP block: mitochondrial permeability transition pore inhibitors, primary screen, biochemical, isolated mouse mitochondria, absorbance | Ca2+ swelling absorbance, 30 min | inhibition, % at 10 µM | hit rate 1.4% among 360,000;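 active = inhibition of 50% or more, scaled per plate between neutral and stimulator controls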;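 also: 0% = DMSO wells given calcium and 100% = 1 mM EGTA wells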
Active calls of the source: *; nt = no result given.

SMILES	HKDC1 inh	SENP7 inh	ATG4B inhibitor	NR3A LBD binder	SENP8 block	SENP6 block	PfG6PD inh	MPTP block
COc1ccc([N+](=O)[O-])cc1NC(=O)C(C)OC(=O)CC1CCCC1 (stereo unspecified)	0	-5	4	0	7	-13	16	-1.0
COc1ccc(C(=O)c2ccccc2)c(OCC(=O)N(C)C)c1	-6	-4	12	1	6	-15	8	-0.3
CCOC(=O)C1CCN(C(=O)CCc2nnc3ccc(N4CCC(C)CC4)nn23)CC1	-6	4	-1	-1	-6	8	2	-1.8
C=CC1=C(C(=O)O)N2C(=O)[C@@H](NC(=O)/C(=N/OCC(=O)O)c3csc(N)n3)[C@H]2SC1	0	4	-3	1	-32	-4	32	-1.0
S=C1N(c2ccccc2)C(c2ccccc2)N2CCCN12 (stereo unspecified)	4	4	-4	1	29	-9	-9	1.1
Cc1cccc(NC(=O)COc2cccc3c2CCN(Cc2ccccc2)C3=O)c1C	6	-9	-11	-2	10	-9	1	0.6
C=CCn1nnnc1SCC(=O)Nc1ccccc1C(=O)OC	-7	1	-6	0	-1	4	12	-0.2
COc1ccc(CC(=O)O/N=C(\N)c2ccccc2)cc1OC	-1	1	-10	-1	17	-14	-4	-0.3
O=[N+]([O-])c1ccc(CN2CCSCC2)cc1	3	-2	-2	1	6	-23	-12	0.5
COc1ccccc1OCC(=O)Nc1cc(S(=O)(=O)N2CCOCC2)ccc1N1CCCCC1	1	10	-2	-1	-18	8	54	-2.1

Of the compounds above, these contain a carbonyl joined to an NH by a bond outside any ring:
SMILES	HKDC1 inh	SENP7 inh	ATG4B inhibitor	NR3A LBD binder	SENP8 block	SENP6 block	PfG6PD inh	MPTP block
COc1ccc([N+](=O)[O-])cc1NC(=O)C(C)OC(=O)CC1CCCC1 (stereo unspecified)	0	-5	4	0	7	-13	16	-1.0
C=CC1=C(C(=O)O)N2C(=O)[C@@H](NC(=O)/C(=N/OCC(=O)O)c3csc(N)n3)[C@H]2SC1	0	4	-3	1	-32	-4	32	-1.0
Cc1cccc(NC(=O)COc2cccc3c2CCN(Cc2ccccc2)C3=O)c1C	6	-9	-11	-2	10	-9	1	0.6
C=CCn1nnnc1SCC(=O)Nc1ccccc1C(=O)OC	-7	1	-6	0	-1	4	12	-0.2
COc1ccccc1OCC(=O)Nc1cc(S(=O)(=O)N2CCOCC2)ccc1N1CCCCC1	1	10	-2	-1	-18	8	54	-2.1

Other results:
SMILES	HKDC1 inh	SENP7 inh	ATG4B inhibitor	NR3A LBD binder	SENP8 block	SENP6 block	PfG6PD inh	MPTP block
N#Cc1nc(COc2ccccc2Cl)oc1NCc1ccc(F)cc1	-1	12	16	-13	16	-3	14	-1.0
CC(OC(=O)c1cccc(S(=O)(=O)N2CCCCC2)c1)C(=O)NCC1CCCCC1 (stereo unspecified)	1	2	-5	2	9	-1	-2	-0.3
O=C(CNC(=O)c1cc(=O)[nH]c2ccc(S(=O)(=O)N3CCOCC3)cc12)Nc1ccc(F)c(F)c1	0	nt	-24	3	-74	nt	-7	-0.3
OCCN1CCN(Cc2ccc3ccccc3c2)CC1	-1	6	-3	-1	-2	-5	10	-0.1
Cc1cccc(C)c1N1CCN(C(=O)Cn2cncn2)CC1	-1	-2	4	0	11	12	-7	-1.7
Cc1no[n+]([O-])c1COc1ccc(/C=C2\NC(=S)NC2=O)cc1	-1	1	10	-1	nt	10	8	nt
C=CCn1c(-c2ccncc2)n[nH]c1=S	14	-3	12	0	13	3	10	-2.1
COc1cc(OC)cc(C(=O)Nc2nc(CC(=O)NCc3ccccc3OC)cs2)c1	3	5	28	0	-7	2	4	-0.4
COc1ccc(-c2ccc(C(=O)O)c(=O)[nH]2)cc1	-6	-4	0	3	-402	-1	-11	-1.3
CC(NC(=S)Nc1ccc(OC(F)F)c(Cl)c1)C(C)(C)C (stereo unspecified)	18	-3	1	6	-4	-15	-5	93*
COc1cc2c(cc1OC)CN(CC(=O)NC(=O)NC(C)(C)C)CC2	-5	3	4	0	-327	21	2	1.2
O=C(NNC(=S)NCc1ccco1)c1ccc(Cl)s1	-6	10	1	-5	-27	11	2	9.1
CNC(=S)N(Cc1ccc(OC)cc1)C1CC(=O)N(c2ccc(Cl)cc2)C1=O (stereo unspecified)	4	2	28	32*	32	0	17	1.2
O=C(CCCc1ccccc1)Nc1ccc(S(=O)(=O)N2CCOCC2)cc1	-1	-3	-4	0	17	6	-4	3.1
Cc1c(Nc2cc(N3CCCCCC3)c3nonc3c2[N+](=O)[O-])c(=O)n(-c2ccccc2)n1C	-2	2	-5	0	39	12	-18	-5.7
O=C(N/N=C\c1cn[nH]c1-c1ccccc1)c1cccs1	4	8	-1	2	-45	-21	16	-1.9
Cc1ccc(S(=O)(=O)N2CCCCC2)cc1NC(=O)COC(=O)Cc1cccc2ccccc12	-5	-6	-3	0	0	-36	4	1.0
CC(=O)Nc1ccc(NC(=O)C2CC(=O)N(c3cccc(C)c3C)C2)cc1 (stereo unspecified)	-7	4	-15	0	18	0	3	-0.6
CN(C)/C=C1\C(=O)N(c2ccc(Cl)cc2)CS1(=O)=O	6	4	5	2	15	28	-6	1.0
O=C(NCc1ccc(N2CCCC2=O)cc1)C1CCC(=O)N(Cc2ccccc2F)C1 (stereo unspecified)	0	3	0	0	-3	-2	3	-0.9
COCCNC(=S)Nc1cc(OC)c(OC)cc1C#N	-2	nt	-10	-2	-29	nt	12	-0.2
O=C(CN1CCCCCC1)NC(c1ccccc1)c1ccccc1	-3	-2	1	-1	12	-2	6	-0.4
c1cnc2ncc3sccc3c2c1	-1	6	2	-1	-21	1	-1	3.2
CCOC(=O)c1ccccc1NC(=O)CSc1nnc(Cc2cccn2C)n1-c1ccc(F)cc1	-2	1	15	-2	11	1	16	-3.8
O=C(NCc1ccc2c(c1)OCO2)c1ccc(CS(=O)Cc2cccc(Cl)c2)o1 (stereo unspecified)	-6	-3	-2	2	19	-6	-14	0.5
Cc1cccnc1Nc1nc(-c2ccc(O)cc2)cs1	1	94*	-16	30*	13	93*	2	-0.4
COc1cccc([C@@H]2CC=C(C(=O)O)[C@H](c3cccc(Cl)c3)N2S(=O)(=O)c2ccc(C)cc2)c1	-7	11	1	-9	-2	5	-10	11
O=C(CNC(=O)OCc1ccccc1)NCC(=O)Oc1ccc([N+](=O)[O-])cc1	-1	nt	1	0	22	nt	3	-1.3
CCN(CC(=O)Nc1c(F)cccc1F)C(=O)C1CCN(C(=O)c2ccc(F)cc2)CC1	-3	2	-3	0	2	-5	3	-0.4
Nc1c(Nc2ccccc2)c2ccccc2oc1=O	-5	0	-2	1	-29	0	-21	6.1
COC(=O)[C@H]1[C@H](c2ccccc2)[C@H](C(=O)OC)O[C@H]1c1ccccc1	-4	3	5	1	23	0	-5	1.3
O=C(NCc1ccncc1)c1cnccn1	-4	1	-11	0	-6	-7	2	0.5
COc1cccc(Nc2ccc(C(=O)O)cc2N)c1	1	13	1	0	-317	-7	-15	0.0
CN(c1ccccc1)S(=O)(=O)c1cccc(NC(=O)Cc2ccc(Cl)cc2)c1	0	-2	-15	3	15	-1	10	62*
CC(Oc1ccc2c(c1)c1ccnc3c4ccccc4c(=O)n2c13)C(=O)NCCN1CCOCC1 (stereo unspecified)	8	-6	-17	-2	13	9	30	0.9
CN(CC(=O)Nc1ccc(C#N)cc1)Cc1ccc(Cl)c(Cl)c1	2	8	-8	-10	12	-2	1	1.1
CCC(=O)Nc1ccc(N2CCN(C(=O)c3cccs3)CC2)cc1	-6	-4	-6	0	9	-9	-10	1.0
CCCc1nnc(NC(=O)CCC(=O)N2CCN(c3ccccc3)CC2)s1	1	5	-11	-3	3	17	-4	0.6
CC(C)c1ccccc1NC(=O)c1ccco1	-17	-9	-4	3	5	-3	0	-0.4
CCCCN(C)CCC(=O)Nc1ccc2c(c1)CCC2	-8	11	-5	0	-3	-11	-5	-0.8
Cc1cc(-c2nnc(CCC(=O)N(C)Cc3cccc4ccccc34)o2)no1	14	5	11	0	12	17	-14	-2.8
Cc1ccn2c(CNC(C)CCn3cccn3)c(C(=O)N3CCCCCC3)nc2c1 (stereo unspecified)	-4	-7	-4	-1	8	1	8	0.3
Cc1cc(NC(=O)CCn2c(=O)sc3ccccc32)no1	-12	10	-12	-6	19	2	10	0.0
O=C(COc1cccc(F)c1)NNC(=O)Cc1ccc(S(=O)(=O)N2CCOCC2)s1	1	-4	-19	0	4	-1	-6	-2.3
CN(C)C(=O)c1ccc(NC(=O)COC(=O)/C=C/c2cccs2)cc1	-6	-11	-1	1	4	-22	-38	-0.1
Cc1ccc(NC(=O)CN(c2ccc(Cl)cc2)S(=O)(=O)c2cc([N+](=O)[O-])ccc2Cl)cc1	-5	1	-11	-3	21	2	-1	13
CC(C)c1ccccc1NC(=O)COC(=O)c1cc([N+](=O)[O-])ccc1N1CCOCC1	-8	-2	-10	-3	13	-9	14	-2.0
CN(C(=O)COC(=O)/C=C/c1ccc(F)cc1)c1c(N)n(Cc2ccccc2)c(=O)[nH]c1=O	-9	1	-8	3	12	-3	-11	-0.3
O=C(CSc1nnc(CNC(=O)c2cccs2)o1)Nc1ccccc1	-6	9	-8	0	-1	0	4	-0.7
Cc1nnc(NC(=O)CSCc2c(C)noc2C)s1	-4	-4	-9	-2	-6	2	2	0.0

Three of the entries above in order of their number in SENP6 block, highest first.
smiles | SENP6 block
O=C(CSc1nnc(CNC(=O)c2cccs2)o1)Nc1ccccc1 | 0
O=C(COc1cccc(F)c1)NNC(=O)Cc1ccc(S(=O)(=O)N2CCOCC2)s1 | -1
CC(C)c1ccccc1NC(=O)COC(=O)c1cc([N+](=O)[O-])ccc1N1CCOCC1 | -9

Screening results as filed in PubChem BioAssay.
